Pf growth 48h – Primary qHTS for delayed death inhibitors of the malarial parasite plastid, 48 hour incubation; Potency, µM (series often up to 28.7 µM), inactives show top-dose activity change, negative = inhibition, hits mostly inhibitors; P. falciparum luciferase growth in erythrocytes, 48 h; 310,000 compounds, 5.9% hits; further: potency means the concentration at half of the fitted maximal effect; on the % scale 0 is the no-effect control and ±100 the full control effect
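Luciferase-expressing parasites in RBCs, 2% Hct / 0.1% parasitemia final; RPMI 1640 + 0.5% Albumax; 37 C, 5% CO2, one generation; luminescence read-out, lower signal = inhibition.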
Shiga inhibitor – A qHTS for Small Molecule Inhibitors of Shiga Toxin | 290,000 compounds, 9.2% hits | Vero cells, Shiga toxin protein synthesis inhibition reporter | inhibition, % at 38.7 µM | AID 2315, 2010; in the data active means inhibition mostly above about 28%, no sharp cut-off; inactive means mostly below about 43%; further: 0% is about no effect
CHX counter – Cycloheximide Counterscreen for Small Molecule Inhibitors of Shiga Toxin; cell reporter, cycloheximide protein synthesis inhibition counterscreen; AID 2314, 2010; 300,000 compounds, 12% hits; max response, %; in the data active means max response mostly above about 13%, no sharp cut-off; inactive means mostly below about 14%; further: read at 38.3 µM for the half of the compounds with a filed dose; 0% is about no effect
Pf growth 96h – Primary qHTS for delayed death inhibitors of the malarial parasite plastid, 96 hour incubation | P. falciparum luciferase reporter growth, 96 h | Potency, µM (series often up to 28.7 µM), without a hit: at the top dose activity change, negative = inhibition, usual class: inhibitors | 320,000 compounds, 6.9% hits; further: potency means the concentration at half of the fitted maximal effect; on the % scale 0 is the no-effect control and ±100 the full control effect
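96 h incubation, 37 C, 5% CO2, of luciferase-reporter P. falciparum-infected RBCs (2% hematocrit, 0.05% parasitemia final) with test compounds; endpoint luminescence.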
HCV inhibitor – qHTS Assay for Inhibitors of Hepatitis C Virus (HCV); Huh7.5.1 HCVcc-Cre infection, luciferase reporter, 44 h; Potency, µM (top dose mostly 41.8 µM), for inactives: top-dose activity change, negative = inhibition, actives largely listed as inhibitors; 340,000 compounds, 3.4% hits; further: potency means the concentration at half of the fitted maximal effect; on the % scale 0 is the no-effect control and ±100 the full control effect
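Infectious HCV cell culture screen: compound-treated cells (1,000/well, pre-plated 4 h) are infected with HCVcc-Cre at roughly 0.5 moi and grown 44 h. Infection is quantified by luciferase signal after 15 min substrate incubation at room temperature.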
FBPA Giardia inh – qHTS Assay for Inhibitors of Fructose-1,6-bisphosphate Aldolase from Giardia Lamblia | 290,000 compounds, 0.71% hits | Potency, µM (titrated, usually from 59.6 µM), for inactives: top-dose activity, negative = inhibition, most hits filed as inhibitors | A8B2U2 | purified Giardia FBPA; further: potency means the concentration at half of the fitted maximal effect; on the % scale 0 is the no-effect control and ±100 the full control effect; nearly all actives have a fitted effect of over 55% in size
Target sequence (A8B2U2 whole entry, looked up): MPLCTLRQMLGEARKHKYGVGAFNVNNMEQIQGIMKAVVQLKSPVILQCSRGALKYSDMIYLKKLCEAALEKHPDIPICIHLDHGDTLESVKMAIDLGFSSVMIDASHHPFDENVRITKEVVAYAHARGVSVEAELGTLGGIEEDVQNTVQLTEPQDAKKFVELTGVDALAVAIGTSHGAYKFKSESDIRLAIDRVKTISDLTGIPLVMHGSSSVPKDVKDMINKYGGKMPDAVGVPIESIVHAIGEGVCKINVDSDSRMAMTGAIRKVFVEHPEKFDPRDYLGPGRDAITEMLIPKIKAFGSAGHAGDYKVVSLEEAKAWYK
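40 nM FBPA preincubated 10 min at RT with compound (up to 57.5 uM final), then substrate plus GAPDH/TPI/NAD/arsenate coupling and diaphorase/resazurin added. Fluorescence read after 20 min at RT, 525/598 nm.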
Starred values were filed as active, the others as inactive; i = inactive; ? = inconclusive; . = not tested or not shown; [ ] = remark or other dose. Unless noted, the call rests on the fitted dose curve; in most records, active means well fitted curve in the direction sought with a large enough effect; inconclusive means small, poorly fitted or top-dose-only effect, or another doubt; inactive means no such curve, though single readings can be large; an effect the other way counts as inactive or inconclusive. Outcome played no part in choosing rows; about 24% have a hit in one of these screens.

SMILES	Pf growth 48h	Shiga inhibitor	CHX counter	Pf growth 96h	HCV inhibitor	FBPA Giardia inh
O=S(=O)(Nc1cc(Sc2cccc3cccnc23)c(O)c2ccccc12)c1ccccc1	3.3µM*	53*	21	243%[activator]	?	?
Nc1cc(=O)[nH]c(SCCSc2cc(Cl)ccc2Cl)n1	33%[activator]	-6	1	2%	-17%	-2%
O=c1c2ccccc2nc(SCc2ccccc2)n1Cc1ccco1	?	110	36*	18%	?	5%
Cc1cc(C)n(Cc2ccc(C(=O)Nc3ccc(Br)cc3C)o2)n1	-19%	-9	-3	?	-3%	1%
Cc1nc(NC(=O)CN2CCN(c3cccc(Cl)c3)CC2)sc1C(=O)N(C)C	19%	-4	-1	?	-3%	?
CCC(C)(NC=O)C(=O)Nc1c(C)cccc1C (stereo unspecified)	11%	-9	-2	-3%	1%	3%
COc1ccc(NC(=O)c2cc([N+](=O)[O-])ccc2NC(=O)CNCc2ccccn2)c(OC)c1	?	20	8	5%	?	22%
CNC(=O)c1ccc2nc(NC(C)=O)sc2c1	47%[activator]	45*	38*	?	7%	-1%
CNC(=S)NNC(=O)c1ccc(N(C)C)cc1	49%[activator]	-8	-2	49%[activator]	4%	0%
Cc1ccccc1OCCNC(=O)c1ccco1	-24%	97*	36*	13%	2%	10%
CC(C)CNc1oc(-c2ccccc2Cl)nc1C#N	45%[activator]	29*	14*	20%	?	0%
COc1ccc(-c2cc(C)no2)cc1S(=O)(=O)N1CCCN(Cc2ccccc2Cl)C1	?	-12	-5	12µM*	?	-10%
CCOc1ccc(N2CC(C(=O)Nc3cc(OCC)c(N4CCOCC4)cc3OCC)CC2=O)cc1 (stereo unspecified)	?	.	.	0%	-9%	.
COc1ccccc1C(=O)N1CCN(CCNC(=O)C(=O)Nc2ccc(Br)c(C)c2)CC1	?	14	-2	?	?	.
COc1ccccc1OCCn1cc(C#N)c2ccccc21	?	4	-2	254%[activator]	?	-1%
Brc1ccc(C=Nc2ccc3c(c2)OCCOCCOCCO3)s1	6%	-2	-2	324%[activator]	25%	?
COc1ccc(Nc2nc(N)nc(CN3CCC(Cc4ccccc4)CC3)n2)cc1	5.9µM*	-9	-5	-27%	?	4%
O=C(CCN1C(=O)/C(=C\c2ccccc2)SC1=S)NCCCN1CCOCC1	13µM*	-6	-1	7.4µM*	?	.
CCN(CC)CCn1c(NCc2ccccn2)nc2ccccc21	.	11	-6	-9%	2%	?
O=C(c1ccccc1)c1sc(N2CCCCCC2)nc1-c1ccccc1	?	-23	-2	?	?	2%
O=C(COC(=O)c1ccc2ccccc2n1)c1ccccc1	-9%	52	46*	-10%	-3%	8%
COC(=O)c1cc(OC)c(OC)cc1NC(=O)c1ccc(OC)c(OC)c1	.	-4	-4	?	?	1%
COc1ccc(NS(=O)(=O)c2ccc3oc(SC4CCOC4=O)nc3c2)cc1 (stereo unspecified)	.	46	1	-11%	1%	1%
Cc1nn(-c2ccccc2)c(C)c1C(=O)OC/C(O)=C(\C#N)c1nc2ccccc2[nH]1	.	15	1	-2%	-16%	?
O=C(O)CSc1cccc[n+]1[O-]	19%	-8	1	22%	5%	0%
SMILES	Pf growth 48h	Shiga inhibitor	CHX counter	Pf growth 96h	HCV inhibitor	FBPA Giardia inh
COc1ccc(/C=C2\SC(=O)N(CCNC(=O)Cn3cnnn3)C2=O)cc1	208%[activator]	157*	32*	.	?	5%
Cc1ccc(S(=O)(=O)NC(C)(C)CSc2nncn2N)cc1	1%	-10	1	3%	-3%	3%
CC(C)c1ccc(C(=O)Nc2ccc(N3CCOCC3)cc2)cc1	?	15	8	-17%	?	-1%
C#CCOC(=O)Nc1ccc(OCC(F)(F)F)nc1	35%[activator]	46*	21*	39%[activator]	-4%	2%
CCOC(=O)/C=C1\CC(C(=O)OCC)Oc2ccccc21 (stereo unspecified)	.	i	16	.	?	-12%[89.2 µM]
C=C(C)CC(NCCc1ccccc1)c1ccco1 (stereo unspecified)	87%[activator]	-9	1	1%[5.75 µM]	20%	-7%
S=C1NCCOCCOCCNC(=S)N2CCOCCOCCN1CCOCCOCC2	3%	-1	-6	-3%	-9%	-16%
CCN(C(=O)COC(=O)/C=C/c1c(C)nn(-c2ccccc2)c1C)C1CCS(=O)(=O)C1 (stereo unspecified)	-3%	-7	3	-9%	-10%	1%
COc1ccccc1Nc1nnc(SCc2nnc(-c3cc(OC)c(OC)c(OC)c3)o2)s1	?	22	-2	?	?	1%
Cc1ccc(-c2nc(C#N)c(NCc3ccco3)o2)cc1	84%[activator]	89*	54*	12µM*	-26%	0%
CNC(=S)N/N=C/c1cn(CCOc2ccccc2OC)c2ccccc12	?	-6	9	?	?	-1%
O=C(c1ccc(OCc2cn3ccccc3n2)cc1)N1CCN(S(=O)(=O)c2ccccc2F)CC1	?	.	.	?	?	.
COCC1CCN(Cc2cn(Cc3ccccc3)nc2-c2cc3ccccc3o2)CC1	?	14	-3	31%[activator]	-9%	15%
O=C(CCn1nnnc1CN1CCOCC1)N1CCC(c2ccccc2F)C1 (stereo unspecified)	-9%	11	11	40%[activator]	9%	1%
Clc1ccc(-c2nnc(SCc3nc(-c4ccccc4)no3)o2)cc1	.	-10	-1	17%	7%	0%
COc1ccc(-n2nc(C(=O)NCC(=O)NCCCN3CCN(C)CC3)c3ccccc3c2=O)cc1	4%	-12	-8	?	2%	2%
CCOC(=O)C1CCN(Cc2cccc(Oc3ccccc3)c2)CC1	11%	6	1	-25%	3%	?
COc1ccc(NC(=O)c2ccc(COCC(F)(F)C(F)F)cc2)cc1OC	18%	8	10	?	?	-3%
CCn1cc(CN2CCC(n3nccc3NC(=O)CCc3ccccc3)CC2)cn1	-15%	-11	6	33%[activator]	1%	.
CCCC1(c2ccccc2)NC(=O)N(CC(=O)NCC2COc3ccccc3O2)C1=O (stereo unspecified)	?	.	.	29%	?	.
CN(CCc1ccccn1)C(=O)CCc1nnc(CCCc2ccccc2)o1	-17%	73*	45*	?	1%	2%
COc1ccc(S(=O)(=O)N2CCCC2)cc1C(=O)N1CCCCC1	-23%	12	-2	-12%	.	.
CN=C1S/C(=C/c2cn(CC(=O)OC)c3ccccc23)C(=O)N1C	-15%	37	-1	?	?	-11%
CCCC(=O)NC(=S)Nc1cccc(Cl)c1N1CCCCC1	7.4µM*	-3	-1	8.3µM*	?	-2%
Brc1ccc(NCc2nnc3n2CCCCC3)cc1	20%	45	13	?	1%	3%

Shown bar-delimited: part of the list above
Molecule | Pf growth 48h | Shiga inhibitor | CHX counter | Pf growth 96h | HCV inhibitor | FBPA Giardia inh
Cc1nn(-c2ccccc2)c(C)c1C(=O)OC/C(O)=C(\C#N)c1nc2ccccc2[nH]1 | . | 15 | 1 | -2% | -16% | ?
COc1ccc(-n2nc(C(=O)NCC(=O)NCCCN3CCN(C)CC3)c3ccccc3c2=O)cc1 | 4% | -12 | -8 | ? | 2% | 2%
COC(=O)c1cc(OC)c(OC)cc1NC(=O)c1ccc(OC)c(OC)c1 | . | -4 | -4 | ? | ? | 1%
Brc1ccc(NCc2nnc3n2CCCCC3)cc1 | 20% | 45 | 13 | ? | 1% | 3%
CNC(=O)c1ccc2nc(NC(C)=O)sc2c1 | 47%[activator] | 45* | 38* | ? | 7% | -1%

Next structures follow:
SMILES	Pf growth 48h	Shiga inhibitor	CHX counter	Pf growth 96h	HCV inhibitor	FBPA Giardia inh
CC(C)NC(=O)C1CCN(C2CCN(Cc3nc4ccccc4s3)CC2)CC1	?	8	-1	11%	11%	-1%
CC(=O)c1c(C)[nH]c(C(=O)COC(=O)C2CC2)c1C	-14%	34	18	25%	2%	2%
CS(=O)(=O)c1ccc2nc(NC(=O)CN3CCCCCC3)sc2c1	?	18	-1	42%[activator]	10%	?
O=C1CC(C(=O)NC2CCCCC2)C(c2ccccc2)O1 (stereo unspecified)	-12%	-9	3	29%	2%	0%
O=C(CSc1nnc(-c2ccoc2)o1)N1CCOCC1	.	27	4	5%	-8%	0%
CC(=O)c1ccc(NC(=O)C(C)OC(=O)c2cccc(-n3cnnn3)c2)cc1 (stereo unspecified)	0%	.	.	24%	-17%	.
Cc1nn(-c2ccccc2)c(Cl)c1/C=N/O	0%	-1	-4	?	7%	3%
O=[N+]([O-])c1ccc(Nc2ccc(N3CCOCC3)cc2)c([N+](=O)[O-])c1	43%[activator]	9	-4	49%[activator]	2%	-1%
COC(=O)C(O)(c1ccc(NC(=O)Oc2ccccc2)cc1)C(F)(F)F (stereo unspecified)	0%	-2	-3	38%[activator]	5%	1%
Cc1[nH]c2ccccc2c1CN1CCN(c2ccccn2)CC1	-3%	11	-2	10%	-1%	0%
CCOC(=O)c1sc(N)c(C#N)c1CSc1nnc(C2CC2)n1N	-18%	-4	-4	.	-26%	-12%
CC1CCN(Cc2nnnn2CCCC(=O)NCCc2cnn(C)c2)CC1	7%	-3	-2	?	9%	-5%
CCOC(=O)C1CCN(C(=O)CCCOc2ccccc2)CC1	123%[activator]	64*	36*	.	-16%	2%
O=C(NCc1ccccn1)c1ccc(N2CCCC2)c([N+](=O)[O-])c1	3%	-9	15	15%	-2%	4%
O=C(NNC1=C(C(=O)C(F)(F)F)CCC1)c1ccccc1Cl	.	22	9	-20%	-5%	5%
O=C1Nc2ccc(S(=O)(=O)N3CCCC3)c3cccc1c23	.	-9	-4	?	?	-21%
O=C(NCCN1CCCCC1)Nc1ccc(Cl)cc1	-10%	17	-2	?	-7%	8%
O=C1CSC(c2ccccc2F)N1CCN1CCCCC1 (stereo unspecified)	45%[activator]	-10	-2	.	-10%	3%
CC12CCC(=O)N1C(C(=O)Nc1ccc(F)cc1)CS2 (stereo unspecified)	13%	-3	-3	0%	5%	14%
COc1ccc(OC)c(S(=O)(=O)N2CCC(C(=O)NC(C)c3ccccc3)CC2)c1 (stereo unspecified)	9%	-8	1	5%	-3%	-1%
Cc1ccc(NC(=O)C2CCCN2C(=O)OC(C)(C)C)cc1C (stereo unspecified)	?	-7	-4	?	-2%	0%
O=c1c2cn[nH]c2[nH]c(=S)n1-c1ccccc1	12%	-7	-4	34%[activator]	2%	?
COc1ccc(-c2nn(CCC#N)cc2C(=O)Nc2cccc(C(=O)O)c2)cc1[N+](=O)[O-]	4%	-4	-6	-3%	10%	-11%
O=C1CCC(C(=O)OC(C(=O)Nc2ccc([N+](=O)[O-])cc2Br)c2ccccc2)=NN1 (stereo unspecified)	?	.	.	-92%	?	.
CC(=O)N1CC=CC1(CC(C)C)C(=O)NCCN1CCOCC1 (stereo unspecified)	34%[activator]	55*	34*	24%	3%	7%
SMILES	Pf growth 48h	Shiga inhibitor	CHX counter	Pf growth 96h	HCV inhibitor	FBPA Giardia inh
O=C(C1CCN(S(=O)(=O)c2ccccc2F)CC1)N1CCN(Cc2ccc3c(c2)OCO3)CC1	?	.	.	?	13µM*	.
O=C(Nc1ccccc1Cl)Nc1cccnc1Cl	14%	25	15	?	?	0%
Cc1ccc2c(c1)C(C)CC(C)(C)N2C(=O)NC1CCCCC1 (stereo unspecified)	1%	-4	9	17%	7%	7%
CCC(=O)Nc1ccc(SC#N)cc1C	.	-1	-3	-21%	2%	0%
CCOc1ccc(C2C3=C(CCCC3=O)N(CC(=O)O)C3=C2C(=O)CCC3)cc1	?	.	-3	?	-8%	?
O=C(N/N=C\c1ccc(O)c([N+](=O)[O-])c1)C1COc2ccccc2O1 (stereo unspecified)	3%	-1	-3	21%	11%	2%
COc1cccc(-n2c([S-])c(C(=O)Nc3ccc(S(=O)(=O)N4CCOCC4)cc3)[n+]3cc(C(N)=O)ccc23)c1	?	8	9	?	-22%	-24%
O=C(NC1CC1)c1cccc(NC(=O)c2cn3ccccc3n2)c1	205%[activator]	.	.	159%[activator]	-7%	.
